Screening results: PubChem BioAssay, National Center for Advancing Translational Sciences (NCATS)
Tau fluor counter = counter-screen for tau fibril formation inhibitors | tau K18 P301L Alexa594 fluorescence, heparin fibrillization | Potency, µM (highest dose often 57.7 µM), without a hit: at the highest dose activity change, negative = decrease | hit rate 0.93% among 280,000; also: % is scaled to controls: 0 for no effect and ±100 for the full control effect; nearly all actives have a fitted effect of over 55% in size
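Human tau K18 P301L (15 uM unlabeled, 0.24 uM Alexa 594-labeled) in 100 mM sodium acetate pH 7 with 20 uM heparin, 6 hr at 37 C. ThT 30 uM added, 1 hr ambient; Alexa 594 FP and total fluorescence read at 555/632 nm.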
KDM4E inh = inhibitors of human JMJD2E histone demethylase. B2RXH2. JMJD2E catalytic domain, FDH-coupled NADH fluorescence (FDH is formaldehyde dehydrogenase). Potency, µM (doses to about 57.1 µM), without a hit: at the highest dose activity change, negative = inhibition, actives largely listed as inhibitors. hit rate 1.6% among 230,000; active = well fitted inhibition curve with a large enough effect, not every such curve was filed as active; inconclusive = small, poorly fitted or top-dose-only effect, or another doubt; inactive = no such curve, though single readings can be large or run the other way;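 also: 0% = wells with enzyme and -100% = buffer wells without enzyme; nearly all actives have a fitted effect of over 50% in size; many of its hits are not listed in these tables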
Target sequence (B2RXH2 1-337 limits assumed): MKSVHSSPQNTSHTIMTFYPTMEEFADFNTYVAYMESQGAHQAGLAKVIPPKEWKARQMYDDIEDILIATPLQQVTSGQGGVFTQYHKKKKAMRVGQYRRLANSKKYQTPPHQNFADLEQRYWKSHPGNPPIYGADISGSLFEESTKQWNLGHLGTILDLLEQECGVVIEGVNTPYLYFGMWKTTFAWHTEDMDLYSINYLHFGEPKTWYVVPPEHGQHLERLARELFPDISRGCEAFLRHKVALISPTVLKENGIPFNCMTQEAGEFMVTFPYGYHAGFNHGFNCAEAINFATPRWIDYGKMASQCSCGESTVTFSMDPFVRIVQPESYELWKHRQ
Tau FP inhib = inhibitors of human tau fibril formation; P10636; K18 P301L tau heparin fibrillization, Alexa594 FP, 6 h; Potency, µM (top dose mostly 57.7 µM), inactives show top-dose activity, negative = inhibition, usual class: inhibitors; hit rate 0.39% among 280,000; AID 1468; also: % is scaled to controls: 0 for no effect and ±100 for the full control effect; nearly all actives have a fitted effect of over 55% in size
Target sequence (P10636 561-689 P618L limits assumed): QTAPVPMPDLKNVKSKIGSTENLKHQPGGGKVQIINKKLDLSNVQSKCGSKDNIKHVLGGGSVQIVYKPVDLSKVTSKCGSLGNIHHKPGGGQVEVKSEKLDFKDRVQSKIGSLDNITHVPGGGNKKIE
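FP of Alexa 594-tau after heparin (20 uM) induction. Substrate: human K18 P301L, 15 uM unlabeled, 0.24 uM labeled. Buffer 100 mM sodium acetate pH 7. 6 hr, 37 C.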
HTT aggregate = inhibitors of mutant huntingtin aggregate formation in PC12 cells. PC12 HttQ103-GFP aggregates, Acumen cytometry, 40 h. Potency, µM (titrated, usually from 46.1 µM), without a hit: at the top dose activity change, negative = inhibition, most hits filed as inhibitors. hit rate 1.1% among 220,000; also: % is scaled to controls: 0 for no effect and ±100 for the full control effect; nearly all actives have a fitted effect of over 60% in size
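Ecdysone-promoter PC12 model expressing HTT exon 1 Q103 fused to GFP, induced by tebufenozide at 100 nM final. Compounds titrated; aggregates sized 1–25 µm scored on a 488 nm laser cytometer.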
SMN2 splice up = increases expression of the SMN2 splice variant. HEK293 SMN2-luciferase splicing reporter, luminescence, 30-36 h. Potency, µM (series often up to 46.1 µM), inactives show at the top dose activity change, positive = activation, hits mostly activators. hit rate 2.8% among 210,000; also: % of control where 0% means no effect; nearly all actives have a fitted effect of over 55% in size
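qHTS luciferase splicing reporter: luminescence rises when SMN2 exon 7 is included in transfected HEK293 cells. Compound exposure lasted 30-36 h at 37C, with 4.5 mM final sodium butyrate as control, followed by a ONE-Glo read.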
ALDH1A1 block = inhibitors of human aldehyde dehydrogenase 1A1 | P00352 | Purified ALDH1A1, NADH fluorescence, propionaldehyde substrate | Potency, µM (top dose mostly 75.3 µM), inactives show at the highest dose activity, negative = inhibition, hits mostly inhibitors | hit rate 7.3% among 220,000 | AID 1030; active = well fitted inhibition curve with a large enough effect, not every such curve was filed as active; inconclusive = small, poorly fitted or top-dose-only effect, or another doubt; inactive = no such curve, though single readings can be large or run the other way;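 also: plate controls were no enzyme wells and a reference inhibitor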
Target sequence (P00352 whole entry, looked up): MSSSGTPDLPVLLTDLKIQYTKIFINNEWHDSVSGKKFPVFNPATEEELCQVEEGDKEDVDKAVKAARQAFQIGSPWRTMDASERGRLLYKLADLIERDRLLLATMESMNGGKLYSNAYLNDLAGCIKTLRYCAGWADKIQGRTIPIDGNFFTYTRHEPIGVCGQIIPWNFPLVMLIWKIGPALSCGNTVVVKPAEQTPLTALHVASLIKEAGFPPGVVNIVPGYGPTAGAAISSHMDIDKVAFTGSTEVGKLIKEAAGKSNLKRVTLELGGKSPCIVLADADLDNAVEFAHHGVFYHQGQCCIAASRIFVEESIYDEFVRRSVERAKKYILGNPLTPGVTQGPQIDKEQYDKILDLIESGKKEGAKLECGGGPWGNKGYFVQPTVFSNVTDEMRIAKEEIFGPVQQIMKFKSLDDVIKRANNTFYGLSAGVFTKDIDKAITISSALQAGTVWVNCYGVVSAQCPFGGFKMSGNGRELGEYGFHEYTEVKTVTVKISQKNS
HTT ATP protect = Huntington cell model cytoprotection by ATP luminescence; hit rate 0.14% among 230,000; PC12 HTT-Q103 induced, cytoprotection, ATP luminescence, 40 h; Potency, µM (highest dose often 56.4 µM), for the others: cytoprotection (ATP increase), hits mostly activators;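 also: % of control where 0% means no effect; nearly all actives have a fitted effect of over 45% in size; toxic huntingtin expression switched on by the ecdysone agonist tebufenozide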
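Compounds were screened for protection of PC12 cells against cell death after tebufenozide induction (100 nM final) of mutant Huntingtin exon 1 (Q103) fused to GFP.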
Tau ThT inhib = blocks human tau fibril formation measured by thioflavin T; P10636; recombinant tau K18 P301L (four-repeat tau fragment), heparin-induced fibrillization, ThT fluorescence; Potency, µM (top dose mostly 57.4 µM), inactives show at the top dose activity, negative = inhibition, most hits filed as inhibitors; AID 1460; hit rate 2.1% among 270,000; also: % is scaled to controls: 0 for no effect and ±100 for the full control effect; nearly all actives have a fitted effect of over 55% in size
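Aggregation was driven by heparin (20 uM final) acting on recombinant tau […] bearing P301L in 100 mM sodium acetate pH 7; fibrils were detected with Thioflavin T.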
The depositor's hits bear a star; ? = inconclusive; . = not tested or not shown; & = joins results of further samples; ! = a repeat was not active; [ ] = dose if it differs, or a comment. Unless noted, calls follow the shape of the dose curve; as a rule, active = well fitted curve in the direction sought with a large enough effect; inconclusive = small, poorly fitted or top-dose-only effect, or another doubt; inactive = no such curve, though single readings can be large; an effect the other way counts as inactive or inconclusive. Potency is read from the fitted curve at half-maximal effect. The list is partial; rates above refer to the full screens.

nr	Molecule	Tau fluor counter	KDM4E inh	Tau FP inhib	HTT aggregate	SMN2 splice up	ALDH1A1 block	HTT ATP protect	Tau ThT inhib
1	CCCSc1nnc(CNC(=O)C23CC4CC(CC(C4)C2)C3)n1Cc1ccccc1	1%	-8%	3%	?	-14%	3%	7%[10 µM]	-16%
2	Cc1ccc(S(=O)(=O)N2CCCCC2)cc1C(=O)Nc1cccnc1	-3%	-2%	3%	4%[9.22 µM]	.	2%	8%[10 µM]	?
3	CC(=O)Nc1ccc(OC(=O)Oc2ccc(NC(C)=O)cc2)cc1	-10%	3%	-1%	12%[9.22 µM]	.	.	4%[10 µM]	2%
4	NS(=O)(=O)c1ccc(CNC(=O)/C=C/c2ccc(Cl)c(Cl)c2)cc1	-11%	-7%	0%	14%	-5%	20%	29%[10 µM]	-1%
5	CC(C)=C1C2CCC1C(C(=O)Nc1cc(C)cc(C)c1)C2C(=O)O (stereo not given)	-5%	11%	1%	0%[9.22 µM]	2%	-2%	-24%	-10%
6	Cc1ccc(N2CC(C(=O)Nc3ccccn3)CC2=O)cc1 (stereo not given)	1%	0%	0%	13%	-7%	0%	-10%[1.9 µM]	1%
7	CCN1c2ccccc2-c2nc3ccccc3n2C1c1ccccn1 (stereo not given)	-12%	?	-2%	28%	-13%	?	17%	-18%
8	Cc1ccc(C)c(Nc2nnc(-c3ccc(C)c(S(=O)(=O)N4CCCCC4)c3)c3ccccc23)c1	-23%	.	-5%	.	-15%	.	.	?
9	CC(=O)N[C@@H](CS)C(=O)O	-13%&-13%	25µM*!	-10%&-14%	-17%&4%	-50%&6%[inhibitor]	2%&9%	?	?
10	CCOc1ccc(NC(=O)C2CCN(S(=O)(=O)c3c(C)noc3/C=C/c3ccco3)CC2)cc1	-29%	.	?	.	-15%	.	.	-6%
11	C=CCn1c(SC)nnc1-c1cccc([N+](=O)[O-])c1	7%	-1%	-2%	-2%	4%	-2%	5%[0.074 µM]	1%
12	C=CCNC(=O)c1cc2c(=O)c3ccccc3oc2nc1C	1%	?	2%	1%[9.22 µM]	7%	-3%	-39%[inhibitor][1.9 µM]	-16%

Rewritten with one line to a screen: entries from further up
4	NS(=O)(=O)c1ccc(CNC(=O)/C=C/c2ccc(Cl)c(Cl)c2)cc1
2	Cc1ccc(S(=O)(=O)N2CCCCC2)cc1C(=O)Nc1cccnc1
12	C=CCNC(=O)c1cc2c(=O)c3ccccc3oc2nc1C
assay / entry | 4 | 2 | 12
Tau fluor counter | -11% | -3% | 1%
KDM4E inh | -7% | -2% | ?
Tau FP inhib | 0% | 3% | 2%
HTT aggregate | 14% | 4%[9.22 µM] | 1%[9.22 µM]
SMN2 splice up | -5% | . | 7%
ALDH1A1 block | 20% | 2% | -3%
HTT ATP protect | 29%[10 µM] | 8%[10 µM] | -39%[inhibitor][1.9 µM]
Tau ThT inhib | -1% | ? | -16%

Going on with the list.
nr	Molecule	Tau fluor counter	KDM4E inh	Tau FP inhib	HTT aggregate	SMN2 splice up	ALDH1A1 block	HTT ATP protect	Tau ThT inhib
13	O=C(Nc1ccc(Br)cc1)c1cccc(NC(=O)C2C3CC4OC(=O)C2C4C3)c1 (stereo not given)	-28%	1%	-2%	-7%	4%	3%	-16%	-6%
14	COc1cccc(-c2nc(CS(=O)(=O)CC(=O)NCc3ccc(C)cc3)c(C)o2)c1	-26%	.	-7%	.	-20%	.	.	?
15	CCOC(=O)C1CCN(CCC(=O)Nc2ccccc2Cl)CC1	-3%&2%	7%	-7%&-5%	9%	-9%&1%	5%	18%[10 µM]	0%&3%
16	O=C(Nc1ccccc1)NC1CCCCC1	-2%	2%	-1%	-2%	?	-1%	-14%	-7%
17	CCC[C@@H]1C[C@@]1(CCC)C(NC(=O)c1ccc(-c2ccccc2)cc1)c1cccc(Cl)c1 (stereo not given in full)	-4%	-3%	2%	.	-6%	9%	16%	-3%
18	C/C(=N/NC(N)=S)c1cc2ccc(O)cc2oc1=O	-23%	?	-17%	5%[9.22 µM]	.	?	20%[10 µM]	-18%
19	CCN(CC)c1nc(-c2ccccc2)nc2c1sc(=S)n2CC	0%	4%	-4%	-20%	-15%	8%	-30%[inhibitor]	-2%
20	CCOc1ccc(C2C(C(C)=O)=C(O)C(=O)N2CCc2c[nH]c3ccccc23)cc1 (stereo not given)	-21%	?	?	8%[9.22 µM]	.	-8%	-6%[10 µM]	?
21	NC(=O)c1cccnc1Nc1cccc([N+](=O)[O-])c1	-24%	10%	-2%	-2%[9.22 µM]	.	?	5%[10 µM]	?
22	Cc1cccc(NC(=O)c2ccc3c(c2)CCN3S(=O)(=O)c2ccccc2)c1C	-29%	.	-16%	.	0%	.	.	?
23	CCCn1c(SCC(=O)N2CCc3ccccc3C2)nc2c1c(=O)n(C)c(=O)n2C	0%	3%	2%	-8%	11%	-9%	-5%[10 µM]	-3%
24	COc1ccc(C2=C(N3CCN(c4cc(Cl)ccc4C)CC3)c3ccccc3C2=O)cc1	?	.	1%	.	15%	.	.	?

KDM4E inh, entries above that show a hit
item | molecule | KDM4E inh | Tau FP inhib | HTT aggregate | SMN2 splice up | ALDH1A1 block | Tau ThT inhib
9 | CC(=O)N[C@@H](CS)C(=O)O | 25µM*! | -10%&-14% | -17%&4% | -50%&6%[inhibitor] | 2%&9% | ?

More structures
nr	Molecule	Tau fluor counter	KDM4E inh	Tau FP inhib	HTT aggregate	SMN2 splice up	ALDH1A1 block	HTT ATP protect	Tau ThT inhib
25	Clc1ccc(COc2ccccn2)cc1Cl	-3%	5%	-3%	6%	-14%	16%	-2%	-6%
26	COc1ccc(-n2nnnc2-c2cccc(OC)c2)cc1	-2%	-1%	?	20%	-11%	2%	-30%[10 µM]	-2%
27	Cc1nc(NC(C)(C)CO)c([N+](=O)[O-])cc1[N+](=O)[O-]	0%	9%	3%	-20%	-4%	3%	.	-3%
28	CCOc1ccccc1-n1nnnc1SCC(=O)NC(=O)NCc1ccco1	-19%	-9%	-13%	1%	2%	?	5%[10 µM]	-16%
29	CCc1ccc2oc(-c3cc(NC(=O)c4cc(OC)c(OC)c(OC)c4)ccc3O)nc2c1	?	.	-1%	.	-7%	.	.	-11%
30	Cn1c(=NC(=O)c2ccc(S(=O)(=O)N3CCCC3)cc2)sc2cc(F)ccc21	6%	.	3%	.	-1%	.	.	2%
31	Cn1c(/N=C/c2cccs2)nc2ccccc21	5%	5%	3%	-8%	0%	15%	2%	7%
32	CC(=O)N(Cc1cc2cc(C)c(C)cc2n2nnnc12)CC1COCCO1 (stereo not given)	-16%	0%	-4%	2%	-10%	10%	-11%[10 µM]	-10%
33	CCN(CC)S(=O)(=O)c1cccc(NC(=O)CNC2CCCCCC2)c1	?	?	-1%	20%[9.22 µM]	.	.	29%[10 µM]	?
34	COc1cccc(-c2ccc3c(N)c(C(=O)NCc4ccc(Cl)cc4)sc3n2)c1	4.5µM*[quencher]	.	10%	.	8%	.	.	?
35	CCCN(CCC)CCCNC(=O)c1cn(CC)c2ccc(S(=O)(=O)N(C)C3CCCCC3)cc2c1=O	-10%	.	-5%	.	-100%[inhibitor]	.	.	0%
36	Cc1ccc(Cl)cc1N1CCN(C(=O)c2ccc3c(c2)N(Cc2ccc(F)cc2)CCS3)CC1	-1%	.	5%	.	-1%	.	.	1%

(continued)
nr	Molecule	Tau fluor counter	KDM4E inh	Tau FP inhib	HTT aggregate	SMN2 splice up	ALDH1A1 block	HTT ATP protect	Tau ThT inhib
37	Cc1cc(C(F)(F)F)n2nc(-c3cnn(C)c3C(F)(F)F)c(Br)c2n1	-22%	2%	-12%	3%	4%	7%	-4%[10 µM]	-15%
38	CCc1ccc(NC(=S)N(CCN(C)C)C(C)c2ccncc2)cc1 (stereo not given)	-18%	15%	-7%	0%	3%	6%	-11%	-13%
39	CCCc1cc(=O)[nH]c(SCc2ccc(C#N)cc2)n1	-11%	2%	-2%	6%	?	10%	-2%[0.074 µM]	-6%
40	COc1ccc(-c2cc3ccccc3oc2=O)cc1NC(=O)c1ccc(Br)o1	-10%	?	5%	2%	3.2µM*	?	-17%[10 µM]	-4%
41	CCCC1=[N+](CC(C)=O)CCn2c(C)ccc21	-17%	?	6%	-1%	-18%	?	-12%	?
42	CC(C)(C)NC(=O)COc1ccc(-c2ccccc2)cc1	-10%	0%	10%	-30%	12%	9%	-14%	?
43	COc1ccc(/C=C2\SC(=O)N(CCC(=O)Nc3ccc(S(=O)(=O)Nc4nccs4)cc3)C2=O)cc1	-14%	1%	?	17%	7%	0%	-23%[10 µM]	0%
44	COC(=O)c1ccccc1NC(=O)Cn1nnc2sc(-c3ccccc3)cc2c1=O	-16%	.	6%	.	-6%	.	.	-12%
45	O=C(Nc1ccc(Cl)cc1C(=O)NCCN1CCOCC1)c1ccc(Cl)cc1Cl	-19%	-6%	-8%	5%	17%	-9%	-2%	-9%
46	CCOc1ccc(Br)cc1S(=O)(=O)N1CCC(C(=O)O)CC1	-8%	-3%	-1%	8%	10%	-7%	-21%	-10%
47	S=C(c1ccc(-c2cc(Cl)ccc2Cl)o1)N1CCOCC1	-24%	-2%	-1%	-14%	-16%	22µM*	4%[1.9 µM]	?
48	CCOC(=O)C1=C(C)OC(N)=C(C#N)C1c1cc2c(cc1[N+](=O)[O-])OCO2 (stereo not given)	?	?	?	-10%	39%	?	?	28µM*

Additional entries.
nr	Molecule	Tau fluor counter	KDM4E inh	Tau FP inhib	HTT aggregate	SMN2 splice up	ALDH1A1 block	HTT ATP protect	Tau ThT inhib
49	CCOC(=O)/C(=C\Nc1ccc(OC(F)(F)F)cc1)Sc1ncc(C(F)(F)F)cc1Cl	-11%	-15%	-6%	-11%	-6%	8%	8%	-10%
50	Cc1ncsc1CCOC(=O)c1cccc([N+](=O)[O-])c1	-4%&-16%	-3%&11%	6%&-11%	9%&4%	5%&-4%	-1%&12%	-2%[10 µM]	-2%&-8%
51	Cc1ccc(N2C(=O)CSC2c2c(F)cccc2Cl)cc1 (stereo not given)	-20%	0%	-6%	-16%	6%	0%	-18%	-22%
52	COc1ccc(-n2c(SCC(=O)N3CCCCC3)nnc2-c2cccnc2)cc1	2%	1%	-7%	1%	20%	?	-6%[10 µM]	-2%
